# Screening results deposited in PubChem BioAssay by several laboratories.
# DAGLB inhibitor – DAGLB lipase inhibitors, primary screen, biochemical, fluorescence, HTS | Diacylglycerol lipase-beta (Homo sapiens), Q8NCG7 | HEK293T DAGLB membrane lysate, EnzChek fluorogenic substrate | inhibition, % at 5.17 µM | 340,000 tested, 0.059% active | AID 504411, 2011; in the data active = inhibition above about 34%;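 note: 0% = enzyme with vehicle and 100% = wells lacking enzyme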
# Target sequence (Q8NCG7 whole entry, looked up): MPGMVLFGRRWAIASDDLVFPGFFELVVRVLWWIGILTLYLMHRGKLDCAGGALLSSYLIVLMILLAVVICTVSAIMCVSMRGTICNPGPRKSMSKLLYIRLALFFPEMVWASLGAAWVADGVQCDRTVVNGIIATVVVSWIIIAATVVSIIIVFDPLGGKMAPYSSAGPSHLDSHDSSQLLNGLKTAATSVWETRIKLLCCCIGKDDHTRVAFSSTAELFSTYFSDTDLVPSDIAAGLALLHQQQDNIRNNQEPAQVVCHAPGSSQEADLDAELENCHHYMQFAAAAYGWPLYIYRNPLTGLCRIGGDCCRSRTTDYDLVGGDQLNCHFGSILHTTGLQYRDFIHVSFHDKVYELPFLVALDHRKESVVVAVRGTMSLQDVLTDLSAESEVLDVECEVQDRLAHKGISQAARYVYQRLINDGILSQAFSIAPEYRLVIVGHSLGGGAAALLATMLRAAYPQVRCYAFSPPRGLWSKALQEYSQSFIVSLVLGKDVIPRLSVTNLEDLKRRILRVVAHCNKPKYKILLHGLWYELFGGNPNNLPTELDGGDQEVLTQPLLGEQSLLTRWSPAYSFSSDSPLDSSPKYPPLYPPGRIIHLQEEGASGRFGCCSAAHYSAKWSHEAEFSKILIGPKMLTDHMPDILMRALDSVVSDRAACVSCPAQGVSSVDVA
# PvdQ acylase – P. aeruginosa PvdQ acylase inhibitors, primary screen, biochemical, fluorescence, plate reader and imaging, single point | PvdQ acylase [Pseudomonas aeruginosa LESB58] | purified PvdQ acylase | inhibition, % at 10 µM | 340,000 tested, 0.063% active; in the data active = inhibition above about 30%, passing the limit was not always enough; inconclusive = no clear call, values can overlap the other calls;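 note: 0% = vehicle neutral wells and 100% = reference inhibitor wells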
# AddAB inh – growth inhibition of E. coli expressing H. pylori AddAB, primary screen, AddAB inhibitor project, absorbance; inhibition, % at 11.9 µM; 330,000 tested, 0.29% active; AID 435030, 2010; in the data active = inhibition above about 12%;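 note: 0% = vehicle wells of infected cells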
# CAL PDZ inh – CAL PDZ peptide-binding inhibitors, primary screen, biochemical, fluorescence polarization, Cer-tagged CAL PDZ, HTS | Golgi-associated PDZ and coiled-coil motif-containing protein (Homo sapiens), Q9HD26 | purified CAL PDZ, TMR-peptide fluorescence polarization, 1 h | inhibition, % at 20 µM | 330,000 tested, 0.02% active;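 active = highest replicate inhibition of at least 40%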;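 note: plate controls were DMSO neutral control wells for no effect and unlabeled competitor peptide control wells for full effect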
#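 Assay system – tagged CAL PDZ protein CerCALP, purified · Timing – 1 h at RT · Compound – single point, 20 µM · Measured by – fluorescence polarization from S- and P-plane intensities, G-factor corrected · Evaluation – inhibition from polarization loss · Probe or stimulus – TMR reporter peptide T*-PRC34 · Buffer or medium – pH 7.4 phosphate-saline buffer, reducing agent, detergent, IgG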
# Ecoli viability – E. coli V3065 growth inhibition, primary screen, counter-screen for AddAB inhibitor project, absorbance, OD600 | 18 h | inhibition, % at 11.9 µM | 330,000 tested, 0.27% active | AID 449728, 2010;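 active = inhibition above the campaign's mean inhibition across all tested compounds plus 3 SD, cut at about 9.9% in these data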;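 note: uninfected addAB+ strain grown without phage in ampicillin broth; 0% = DMSO wells and 100% = ciprofloxacin 0.95 µg/ml wells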
# Tat transport – E. coli Tat export inhibitors, primary screen, MC4100, TorA-mCherry reporter, fluorescence, single point. AID 488895, 2010. inhibition, % at 10 µM. 340,000 tested, 0.036% active;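 active = mean replicate inhibition at least 50% and at least half of replicates individually reaching 50%; inconclusive = only one of the two criteria met; inactive = neither criterion met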;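 note: exported cargo escapes ClpAP degradation while cytoplasmic cargo is degraded and loses fluorescence; 0% = median of neutral control wells and 100% = median of NaSCN control wells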
# phage Ecoli inh – growth loss of phage-infected E. coli, primary screen, RecBCD inhibitor project, absorbance, with phage, HTS | inhibition, % at 11.9 µM | 360,000 tested, 0.26% active; in the data active = inhibition above about 11%
# Wnt act – Wnt/beta-catenin pathway activators, primary screen, cell-based, plate reader, single point. Wnt/beta-catenin reporter cell assay, activator. activation, % at 9.35 µM. 300,000 tested, 1.2% active. AID 743398, 2014; in the data active = activation above about 30%, passing the limit was not always enough; inconclusive = no clear call, values can overlap the other calls;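 note: 0% = neutral control wells and 100% = positive control wells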
# Rtt109 Vps75 – inhibitors of C. albicans Rtt109/Vps75 HAT, primary screen, biochemical, ThioGlo CoA-SH fluorescence, plate reader. Histone acetyltransferase RTT109 (Candida albicans (strain SC5314 / ATCC MYA-2876)), …. purified Rtt109/Vps75, 4 h. inhibition, % at 34.9 µM. 330,000 tested, 0.16% active;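 active = inhibition of at least 50% in every replicate; inconclusive = best replicate reaches 50% inhibition but some replicates fall short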
# Target sequence (Q5AAJ8 whole entry, looked up): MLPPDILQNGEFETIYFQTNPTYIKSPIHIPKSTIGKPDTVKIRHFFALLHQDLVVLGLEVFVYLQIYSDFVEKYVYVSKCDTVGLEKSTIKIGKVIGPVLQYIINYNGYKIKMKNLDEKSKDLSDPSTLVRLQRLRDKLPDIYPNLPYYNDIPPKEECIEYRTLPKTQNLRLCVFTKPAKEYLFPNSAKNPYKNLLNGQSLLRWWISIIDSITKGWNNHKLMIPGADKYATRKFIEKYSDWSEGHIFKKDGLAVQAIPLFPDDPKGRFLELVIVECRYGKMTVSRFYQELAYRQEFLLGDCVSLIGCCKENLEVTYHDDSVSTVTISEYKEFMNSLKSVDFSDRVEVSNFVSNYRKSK
# PfHsp90 yeast 2 – growth inhibition of PfHsp90-expressing yeast, primary screen, antimalarial PfHsp90 inhibitor project, S. cerevisiae, BacTiter-Glo luminescence, single point, set 2; inhibition, % at 9.4 µM; BacTiter-Glo ATP, 48 h; yeast lacking PDR1 and PDR3 efflux regulators; 310,000 tested, 0.32% active;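 active = every replicate shows inhibition above about 80%, whatever the replicate mean, limit read from the data; inconclusive = mean inhibition reaches the set limit but some replicate falls short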;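 note: 0% = DMSO neutral controls and 100% = 20 µM radicicol positive controls; yeast relying on Plasmodium falciparum Hsp90 in place of its own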
# Active calls of the source: *; u = inconclusive; x = not tested or not shown.
smiles	DAGLB inhibitor	PvdQ acylase	AddAB inh	CAL PDZ inh	Ecoli viability	Tat transport	phage Ecoli inh	Wnt act	Rtt109 Vps75	PfHsp90 yeast 2
Oc1ccc(N=Nc2ccc(Br)cc2)c(O)c1	4	-10	-0.5	x	0.5	-2	1.4	1	6	-12
COc1ccccc1N(CC(O)Cn1nc(C)cc1C)S(=O)(=O)c1ccccc1 (stereo not drawn)	x	-16	1.0	0.1	-3.1	-3	2.2	0	-2	8
COc1ccc(CCNC2CCc3ccccc3C2)cc1 (stereo not drawn)	-1	6	2.5	-0.7	-0.9	4	1.4	-1	4	8
NS(=O)(=O)c1ccc(N2N=C(c3ccc(Br)cc3)CC2c2ccc(F)cc2)cc1 (stereo not drawn)	2	-137	5.8	0.1	2.5	-3	2.5	x	-12	-10
COc1cc2c(cc1OC)CN(C(=O)CN1C(=O)NC3(CCC(C)CC3)C1=O)CC2 (stereo not drawn)	-2	7	1.3	-0.3	-4.0	-1	1.8	0	2	21
Cc1cccn2c(=O)c3cc(C(=O)NC4CCCC4)c(=N)n(C4CCCC4)c3nc12	3	-33	-0.8	-3.5	-0.2	-6	3.0	x	-18	-14
COc1nccnc1NS(=O)(=O)c1ccc(NC(=S)NC(=O)c2ccc(F)cc2)cc1	6	1	0.0	-1.0	-0.4	-6	2.2	-1	-3	28
COc1ccc(CNc2nc(C)cc(C)c2C#N)cc1	-4	-3	1.6	2.5	-1.5	-3	1.6	1	4	6
CCCOP(=O)(OCCC)C(Nc1ccc(C(=O)O)cc1)c1ccccc1 (stereo not drawn)	0	-8	4.1	-1.1	2.9	2	0.5	0	-11	-15
CCSc1nnc(NC(=O)c2cccnc2Cl)s1	-2	11	-0.5	-0.7	-2.6	3	2.3	14	4	x
O=C(NC(=S)Nc1cccnc1)c1ccccc1	1	-8	4.4	-1.3	0.4	4	3.3	9	-1	0
O=C(Cn1cc([N+](=O)[O-])nc1[N+](=O)[O-])N1CCN(c2ccccc2)CC1	4	-9	1.8	-0.1	-1.9	-8	2.6	-9	-9	29
N#Cc1ccc(C(=O)Nc2cc(-c3ccc(F)cc3)nn2-c2ccccc2)cc1	-5	-13	2.2	-1.4	-2.7	-11	1.3	2	-4	x
C=CCN=C1N[C@@H](c2ccccc2)C(C(=O)OC)=C(C)N1CC	-1	-2	3.7	0.3	2.6	6	x	x	-2	x
Cn1c(=O)[nH]c(=O)c2c1nc(SCCO)n2CC(O)COc1ccccc1 (stereo not drawn)	3	-7	1.9	-0.9	-0.6	-5	2.8	-2	3	17

smiles	DAGLB inhibitor	PvdQ acylase	AddAB inh	CAL PDZ inh	Ecoli viability	Tat transport	phage Ecoli inh	Wnt act	Rtt109 Vps75	PfHsp90 yeast 2
COc1ccccc1OCC(=O)Nc1ccc2c(c1)OCCO2	-1	-13	1.4	-1.1	-2.3	9	0.5	4	6	-58
CC(=O)Nc1ccc(NC(=O)C(C)OC(=O)CCN=C2NS(=O)(=O)c3ccccc32)cc1 (stereo not drawn)	3	-12	1.8	-2.6	1.5	-3	1.2	3	1	2
CCOc1ccc(NC2C=CS(=O)(=O)C2)cc1 (stereo not drawn)	1	-5	0.7	-0.9	2.5	-8	2.6	0	6	x
Cc1cccc(OCC(=O)NNC(=O)c2cccs2)c1	2	-8	-0.9	-0.4	-0.4	2	4.7	-1	-14	9
COc1cc(OC)cc(-c2n[nH]c(=S)n2-c2ccc3c(c2)OCCO3)c1	-5	12	2.9	-1.4	-1.6	-4	3.0	9	-1	9
Cc1ccc(NC(=O)CCC(=O)NNC(=O)COc2ccccc2)c(C)c1	-1	2	-2.4	0.0	-1.2	3	3.8	-1	-4	7
CCc1cccc(NC(=O)C2CCCN2S(=O)(=O)c2ccccc2C(F)(F)F)c1 (stereo not drawn)	0	-14	x	-3.9	x	5	3.0	-3	5	-17
Cc1cc(OCC(O)CN(C)C(=O)C(C)Oc2ccccc2)ccc1Cl (stereo not drawn)	-5	-7	0.2	0.2	1.0	9	-0.6	-2	3	-3
CCCNc1c(NC(=O)c2ccc3c(c2)OCO3)c(=O)oc2ccccc12	0	-12	2.0	0.9	0.9	-6	1.9	-2	-8	-30
O=C1CN(S(=O)(=O)c2ccccc2)CCN1	-1	-10	-1.9	-2.1	-2.5	2	3.8	-2	-8	x
CSCCC1NC(=O)N(CC(=O)Nc2ccc3c(c2)OCCO3)C1=O (stereo not drawn)	-6	3	-0.7	-0.4	1.7	15	2.4	1	-2	5
CCOC(=O)c1c(C)[nH]c(C(=O)COC(=O)c2ccc(F)c(S(=O)(=O)N3CCOCC3)c2)c1C	-4	0	2.7	0.6	0.9	3	2.4	x	8	-10
Nc1ccccc1Nc1cc(-c2cccc(Cl)c2)nn1-c1ccccc1	0	-11	-1.4	-0.1	0.2	-3	3.3	x	-19	-8
O=C(NCc1ccncc1)C1CCN(C(=O)c2cccc(Cl)c2)CC1	-1	-7	0.6	-3.9	-0.9	-3	1.8	-2	1	-9
CC1CCC(=C(C#N)C(=O)Nc2cccc(Cl)c2)CC1 (stereo not drawn)	-3	17	0.1	-2.8	-1.1	2	1.5	x	x	-21

smiles	DAGLB inhibitor	PvdQ acylase	AddAB inh	CAL PDZ inh	Ecoli viability	Tat transport	phage Ecoli inh	Wnt act	Rtt109 Vps75	PfHsp90 yeast 2
Cc1occc1C(=O)NNC(=O)CN1C(=O)NC(C)(c2ccccc2)C1=O (stereo not drawn)	-1	1	2.5	-1.7	-1.1	-15	1.5	-1	-7	x
CCCN(CC1CCCO1)C(=O)CCc1nnc(CCc2ccc(OC)cc2)o1 (stereo not drawn)	2	0	3.0	-0.6	1.7	-6	1.2	14	-7	-12
Cc1cc(/C=C/C(=O)O)c(C)n1-c1ccc(Cl)cc1	-1	-6	-2.1	-0.8	0.3	-2	2.6	-2	-4	-13
COc1ccc(C2=NN(CC(=O)NCC(OC)OC)C(=O)CC2)cc1	0	-5	2.7	0.2	2.2	-3	2.7	13	5	13
CC(C)CC(=O)Nc1ccc(-c2nc3ccccc3c(=O)o2)cc1	0	13	-0.4	-0.5	0.9	-6	1.9	-10	8	-1
O=C(Nc1nccs1)C1CC(=O)N(c2ccc(F)cc2)C1 (stereo not drawn)	3	-9	1.7	-1.2	0.6	0	-0.5	0	4	27
O=c1[nH]cc(C(F)(F)F)cc1NS(=O)(=O)c1ccccc1[N+](=O)[O-]	-2	-13	-0.3	-1.9	-1.0	-3	3.1	0	-4	-13
COC(=O)c1c(C)[nH]c(C(=O)OCC(=O)N(CC(C)C)c2c(N)n(Cc3ccccc3)c(=O)[nH]c2=O)c1C	3	7	-0.8	-1.9	-0.1	-5	-0.2	-7	20	-4
CN1CCc2ccc(NC(=O)c3ccc(C(F)(F)F)cc3)cc2C1	-2	-16	2.5	x	0.9	-4	-1.5	7	-9	3
CC(Oc1ccc(F)cc1)C(=O)Nc1cc(S(=O)(=O)N2CCCCC2)ccc1N1CCN(C)CC1 (stereo not drawn)	1	-12	x	-1.3	x	-2	0.9	-2	6	-3
O=C(O)c1ccccc1C(=O)Nc1ccccc1NC(=O)c1ccccc1C(=O)O	x	x	0.9	x	0.4	x	0.4	-3	x	x
CSc1ccccc1OCc1cc(C(=O)NCCCc2ccccc2)no1	-8	0	3.4	0.1	2.3	-1	5.0	1	6	12
CC[C@H](C)[C@H](NC(N)=O)C(=O)Nc1ccc(NC(C)=O)cc1	3	-17	0.5	0.1	1.6	-11	2.5	0	2	-11
O=C1OC(OC2CCCCC2)(c2ccccc2)c2ccccc21 (stereo not drawn)	-11	-8	1.3	-0.4	1.3	11	-1.6	2	-8	-26
O=S1(=O)CCC(NC(=S)SCCOc2ccccc2)C1 (stereo not drawn)	-9	6	-0.6	-2.2	0.5	-32	3.6	-2	12	11

smiles	DAGLB inhibitor	PvdQ acylase	AddAB inh	CAL PDZ inh	Ecoli viability	Tat transport	phage Ecoli inh	Wnt act	Rtt109 Vps75	PfHsp90 yeast 2
O=c1[nH]c(-[n+]2ccc3ccccc3c2)c(/C=N/N=C(\[O-])c2ccccc2)s1	4	-14	0.8	-2.2	-1.4	-4	1.2	1	u	27
COCCNC(=O)[C@H]1C[C@@H]1[C@H](NP(=O)(c1ccccc1)c1ccccc1)c1ccccc1	2	-7	4.4	0.6	-0.8	-1	x	x	7	-17
O=c1c2ccccc2sc2ccc(Cl)cc12	-9	2	4.1	-0.6	-1.9	12	3.8	x	-8	1
COc1cc(OC)c(N(C)C(=O)CCNC(=O)Cn2cnc3ccccc3c2=O)cc1Cl	-2	0	1.4	-2.2	-2.5	-1	1.2	x	7	5
O=C(Nc1cccs1)OCCN1CCN(Cc2ccccc2)CCC1=O	-3	-9	4.9	-1.2	0.9	-4	3.9	1	-3	x
CS(=O)(=O)N1CCCC(C(=O)NC2CCCCCCC2)C1 (stereo not drawn)	-1	-6	2.5	-0.2	0.9	-6	0.1	-1	1	-7
Cc1cnc(CNC(=O)CC2C(=O)NCCN2Cc2cccc(F)c2F)cn1 (stereo not drawn)	-1	-10	-0.3	-0.3	-1.4	-4	3.5	1	-7	26
CC1CN(c2nn3c(=O)c4ccccc4nc3c3ccccc23)CC(C)O1 (stereo not drawn)	-1	-14	4.2	-2.1	-1.0	-15	1.8	x	-1	32
Brc1ccc(CSc2nnc(-c3cccnc3)o2)cc1	0	-5	1.6	-3.2	-1.1	2	3.4	2	-3	-16
CC(C)Cc1cc(C(=O)NCCCN2CCOCC2)no1	0	-16	0.1	1.4	-0.8	13	3.6	2	11	0
COC(=O)Cn1c(=NC(=O)c2ccc(OC)c(OC)c2)sc2cc(OC)ccc21	1	1	1.4	-2.8	-0.9	-5	3.6	-7	7	3
COc1ccc(C(=O)NCCCc2ccccc2)cc1	x	x	4.3	x	3.6	x	6.0	3	x	x
Cc1ccccc1NC(=O)COc1ccc2c(c1)OC(C)(C)CC2=O	-3	17	2.5	-1.0	0.9	0	0.1	0	8	0
C=CCNc1nc(C2(C)CC3(CC(C)(C)OC3=O)C(=O)O2)cs1 (stereo not drawn)	-3	-4	0.9	0.0	1.1	-3	2.0	-1	-2	0
Cc1c(C(C)NC(=O)Nc2ccc(F)cc2F)cnn1C (stereo not drawn)	2	6	4.0	-1.8	0.8	-3	2.1	21	x	x
O=C(NNC(=O)c1cc(F)c(F)cc1Cl)c1ccc(NS(=O)(=O)c2cccs2)cc1	3	-4	-0.8	-1.8	1.4	5	0.6	-3	3	-7
Cc1ccc(C2=CC(=O)CC(C)(C)C2)cc1	-4	5	1.4	1.5	-1.0	3	1.1	7	-1	-6
